Calpain2 inh: inhibitors of pig calpain II, primary screen, biochemical, fluorogenic peptide substrate, 1536-well; purified calpain II, 30 min; inhibition, % at 16 µM; AID 1236, 2008; 220,000 compounds, 0.37% hits;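 active = inhibition above about 50%, limit read from the data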
Tb hexokinase: Trypanosoma brucei hexokinase 1 inhibitors, primary screen, biochemical, G6PDH-coupled NADH absorbance, MLSCN library; hexokinase 1 [Trypanosoma brucei]; recombinant TbHK1, G6PDH-coupled NADH A340; inhibition, % at 10 µM; 220,000 compounds, 0.11% hits; AID 1430, 2008;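 active = inhibition of 50% or more in the single-dose primary screen; inactive = inhibition below 50%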
Rad51 HR inh: human RAD51 strand exchange inhibitors, primary screen, biochemical, fluorescence | hRad51 DNA strand exchange, fluorescence dequenching | inhibition, % at 10 µM | 200,000 compounds, 0.085% hits;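 active = inhibition above 40% at the single screening dose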;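 also: 0% = DMSO control wells and 100% = blanks with heterologous ssDNA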
Target sequence (Q06609 whole entry, looked up): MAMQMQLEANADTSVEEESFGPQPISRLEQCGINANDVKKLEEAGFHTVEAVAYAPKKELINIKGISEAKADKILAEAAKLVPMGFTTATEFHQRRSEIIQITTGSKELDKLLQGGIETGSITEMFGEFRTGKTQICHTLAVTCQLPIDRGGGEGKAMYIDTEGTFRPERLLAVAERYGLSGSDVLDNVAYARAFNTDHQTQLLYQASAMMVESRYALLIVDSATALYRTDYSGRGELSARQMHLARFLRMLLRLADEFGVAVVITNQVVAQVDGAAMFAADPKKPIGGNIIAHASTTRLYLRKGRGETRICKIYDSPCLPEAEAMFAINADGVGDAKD
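Read-out basis: percent inhibition relative to plate controls and blanks / Assay system: human Rad51 nucleoprotein filaments preassembled on unlabelled ssDNA / Timing: filaments 15 min 37 °C, then compound 30 min / Control set: per-plate controls and blanks / Technique: fluorescence dequenching at 485/520 nm / Compound: 10 µM final, single point / Also added: Fluorescein- and BHQ1-tagged 47-mer duplex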
eIF4E-4G inh: eIF4E–eIF4G protein interaction inhibitors, primary screen, biochemical, uHTS, TR-FRET, eIF4GI fragment; TR-FRET eIF4E-eIF4GI(517-606) binding, 2 h; 220,000 compounds, 0.37% hits; inhibition, % at 21.7 µM;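 active = inhibition above about 30%, limit read from the data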;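 also: 0% = full FRET control wells and 100% = background wells lacking eIF4GI fragment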
L929 necroptosis: inhibitors of zVAD-triggered necroptosis, primary screen, L929 cells. L929 zVAD necroptosis rescue, ATP luminescence, 24 h; with zVAD 60 µM. viability rescue, % at 10 µM. 220,000 compounds, 0.38% hits;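 active = activation, scaled between plate controls, above about 75%, limit read from the data; inactive = activation under that limit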;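 also: 0% = zVAD with DMSO and 100% = DMSO alone without zVAD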
14-3-3 Bad PPI: inhibitors of 14-3-3 zeta/Bad binding, primary screen, biochemical, TR-FRET, bovine 14-3-3 zeta; TR-FRET 14-3-3zeta/Dy647-pBad peptide displacement, 1 h; inhibition, % at 21.7 µM; 220,000 compounds, 0.71% hits;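 active = inhibition above about 70%, limit read from the data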;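 also: 0% = full 14-3-3 plus peptide FRET controls and 100% = background without 14-3-3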
Target sequence (P63103 whole entry, looked up): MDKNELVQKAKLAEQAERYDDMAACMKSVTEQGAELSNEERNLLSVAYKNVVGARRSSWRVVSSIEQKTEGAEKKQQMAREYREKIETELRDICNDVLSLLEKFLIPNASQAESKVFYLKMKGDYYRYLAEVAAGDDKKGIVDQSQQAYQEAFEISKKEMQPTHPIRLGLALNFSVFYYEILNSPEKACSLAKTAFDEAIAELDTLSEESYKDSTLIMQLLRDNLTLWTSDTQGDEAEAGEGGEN
Hck Nef HTS: inhibitors of Nef-activated human Hck kinase, primary screen, biochemical, Z-Lyte FRET, 384-well, Hck-YEEI; Recombinant Hck-YEEI plus Nef, Z-Lyte FRET kinase assay; 220,000 compounds, 0.68% hits; Tyrosine-protein kinase HCK (Homo sapiens), P08631; AID 463187, 2010; inhibition, % at 20 µM;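 active = Hck-Nef kinase inhibition above about 50%, limit read from the data; inactive = inhibition below that limit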;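 also: 0% = DMSO with Hck plus Nef and 100% = Hck alone without Nef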
EP2 mod: EP2 receptor modulators, cAMP readout, primary screen, cell-based, HTRF cAMP, PGE2 stimulation. induction, % at 25 µM. EP2-expressing cells, cAMP HTRF FRET, PGE2 co-stimulation. 260,000 compounds, 0.83% hits. AID 940, 2007;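 active = compounds whose cAMP rise, as percent of the full-agonist control response, exceeds 60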;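 also: rat C6 glioma line stably carrying human EP2 under a CMV promoter; the protocol text gives 20 µM as final concentration; 100% = response of wells given 1 µM PGE2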
Target sequence (P43116 whole entry, looked up): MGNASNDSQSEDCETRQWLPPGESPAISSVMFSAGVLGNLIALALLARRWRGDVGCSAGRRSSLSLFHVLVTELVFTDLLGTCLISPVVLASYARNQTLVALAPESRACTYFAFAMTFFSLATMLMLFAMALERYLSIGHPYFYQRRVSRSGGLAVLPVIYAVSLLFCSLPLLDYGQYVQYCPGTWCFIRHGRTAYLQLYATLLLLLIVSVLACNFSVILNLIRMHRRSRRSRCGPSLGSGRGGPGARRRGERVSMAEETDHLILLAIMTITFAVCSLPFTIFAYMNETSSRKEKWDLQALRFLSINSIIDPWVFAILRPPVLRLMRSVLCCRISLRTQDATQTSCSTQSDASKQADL
EP2 antag: human EP2 receptor antagonists, primary screen, TR-FRET cAMP, C6 glioma cells; AID 1422, 2008; 260,000 compounds, 0.52% hits; Prostaglandin E2 receptor EP2 subtype (Homo sapiens), P43116; inhibition, % at 25 µM; C6 glioma cells expressing human EP2; cells stimulated with saturating PGE2;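 active = percent inhibition above 40 after rounding to a whole number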;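 also: rat C6 glioma host cells with rolipram phosphodiesterase inhibitor present; the protocol text gives 20 µM as final concentration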
* = called active by the depositor; / = no result given; [ ] = another dose, or the depositor's remark.

SMILES	Calpain2 inh	Tb hexokinase	Rad51 HR inh	eIF4E-4G inh	L929 necroptosis	14-3-3 Bad PPI	Hck Nef HTS	EP2 mod	EP2 antag
Cc1nn(C)c(C)c1CN(C)C(=O)c1cc2n(n1)C(C(F)(F)F)CC(c1cccs1)N2 (stereo not given)	-25	-6	-4	3	0.0	-2	3	-9	7
O=S1(=O)[C@H]2C[C@@H]3CC[C@]2(CN1Cc1cccc(F)c1)O3	-23	-6	-2	-2	0.2	-2	33	9	-2
CC(C)(O)C#Cc1ccc([C@@H]2C[C@H]3CN(c4ccccc4)C(=O)[C@]34CCCN24)s1	14	1	-3	-2	74	4	24	-20	5
CCCCCC(=O)Nc1cccc(C2=NOC3(C2)C[C@H](C(N)=O)N(C(=O)[C@H]2CCC(=O)N2)C3)c1 (stereo not given in full)	-12	-8	-4	-8	0.1	1	29	11	12
CC(C)(C)c1cc(-c2n[nH]c(=S)n2-c2ccc(Cl)cc2)n[nH]1	-7	-13	/	6	1.2	-5	-28	38	10
CCC(C(=O)Nc1ccccc1)c1ccccc1 (stereo not given)	-12	27	2	2	0.9	-4	0	-12	10
CC1(C)C(=O)OC(c2ccccc2)C(C)(C)C1=O (stereo not given)	2	-8	-5	2	2.2	0	23	9	11
CC(OC(=O)CCc1nc2ccccc2[nH]c1=O)c1ccccc1 (stereo not given)	-34	-7	-14	1	0.1	-3	26	-5	6
O=C(CSc1ncnc2scc(-c3ccccc3)c12)N1CCN(c2ccccc2F)CC1	-14	47	/	-1	1.1	-14[fluorescence artefact?]	1	13	7
Cc1cc(NC(=O)CSc2nc3c(sc4ccccc43)c(=O)n2CCc2ccccc2)n[nH]1	9	5	0	-4	-0.1	13	34	6	3
COc1ccc(CC2(C)OC(c3ccncc3)=NN2C(C)=O)cc1 (stereo not given)	-4	-13	6	-3	-0.1	-9	13	1	3
O=c1[nH]c(C2CCCCC2)nc2ccccc12	-12	-3	9	22[fluorescence artefact?]	-0.4	-4	4	-9	0
CC(=O)c1cc(-c2ccc(F)cc2)n(CCC(=O)NC(C)(C)C)c1C	-14	2	-9	2	-0.5	-11	21	-6	5
CN(C)c1ccc(N=Cc2ccco2)cc1	-15	6	9	5	-0.2	-6	0	-22	3
Cc1ccc(N2C(=O)CC(Sc3nc4ccccc4o3)C2=O)cc1Cl (stereo not given)	-11	0	-1	0	0.7	4	-1	16	7
CCC1CCCCN1CCCn1c(=S)[nH]c2ccccc2c1=O (stereo not given)	18	0	/	2	-1.2	-9[fluorescence artefact?]	-23	4	13
Cc1cc2ccccn2c1C(=O)c1cc([N+](=O)[O-])cc([N+](=O)[O-])c1	14	-6	4	3	0.1	-7	-25	22	5
Cc1ccc2oc(Nc3nc(C)cc(C)n3)nc2c1	20	-4	6	-3	0.0	-11[fluorescence artefact?]	4	6	14
Cn1cc(Cl)nc1C(O)c1ccccc1 (stereo not given)	-5	4	1	5[fluorescence artefact?]	0.2	2[fluorescence artefact?]	0	14	9
O=C(Cc1ccccc1)Nc1cccc(N2CCCC2)c1	16	2	0	-1	-0.2	-5	16	-12	6
CC(=O)c1c(C)[nH]c(C(=O)OCC(=O)Nc2ccccc2Cl)c1C	-12	2	21	5	20	-16	29	-11	7
COCC(=O)Nc1cc(C(=O)Nc2ccccc2)ccc1Cl	-10	-5	0	-1	26	-12	18	-17	6
Cc1ccc(C(=O)Nc2ccon2)cc1S(=O)(=O)N1CCCCCC1	30	1	-2	2[fluorescence artefact?]	0.2	-33	-16	-9	0
CCOc1cc(/C=C2/SC(=S)N(C)C2=O)ccc1Oc1ccc([N+](=O)[O-])cc1[N+](=O)[O-]	-54	-9	-11	0	7.2	-4	24	12	8
O=Cc1ccc(Sc2ncccn2)o1	-10	-6	1	-2	0.4	4	22	9	7
CC(=O)Nc1ccc(NC(=O)c2cc(C)nn2-c2ccccc2)cc1	-13	-3	-3	8[fluorescence artefact?]	-0.2	3	0	6	14
CCC1CCCCN1S(=O)(=O)c1ccc(NC(=O)c2cccs2)cc1 (stereo not given)	24	13	-2	-1[fluorescence artefact?]	0.6	4	-8	-48	4
CCCc1nc2sc(C(=O)OCC)c(N)c2c2c1COC(C)(C)C2	-480	-7	5	1[fluorescence artefact?]	0.4	3	27	22	17
COc1ccccc1CC(=O)O/N=C(\N)c1cccc([N+](=O)[O-])c1	-12	-6	-7	6	-0.2	-10	1	17	12
Cc1ccc(NC(=O)C/C(N)=N/OC(=O)c2ccccc2)cc1	2	1	5	3	4.3	-13	22	-28	3
COc1ccc(S(=O)(=O)Nc2ccc(S(=O)(=O)N3CCCCC3)cc2)cc1OC	-22	-5	-2	-7	0.2	-5	-1	1	6
Cc1ccccc1S(=O)(=O)c1cc(C#N)c(=O)[nH]c1N	-30	-6	-4	4	5.3	-3	19	40	14
CCCc1nnc(NC(=O)CCCN2C(=O)c3ccccc3C2=O)s1	-9	-3	4	4[fluorescence artefact?]	0.2	9[fluorescence artefact?]	-3	-2	9
CC(=C1C(=O)c2ccccc2C1=O)N1CCN(c2ccc(F)cc2)CC1	13	-72	18	-5	-0.1	-1	1	-38	18
CCOc1ccc(C(=O)Nc2c3c(nn2C(C)(C)C)CSC3)cc1OCC	-95	5	-21	-2	-0.1	-6	1	-24	6
COc1ccccc1OCCn1cc(C(=O)O)c2ccccc21	7	-7	3	-3	4.3	-10	17	3	7
COc1cc2c(cc1NC(=O)c1ccc(C(C)(C)C)cc1)CCCC2	32	9	/	7	1.0	5	0	-35	/
CCC(=O)N1CCC(c2ccc(OC)cc2)=N1	-3	-5	/	-4[fluorescence artefact?]	-0.6	-4[fluorescence artefact?]	4	0	5
Cc1ccccc1NC1=C(Cl)C(=O)N(C2CCCCC2)C1=O	6	29	/	1[fluorescence artefact?]	-0.3	-5[fluorescence artefact?]	1	-21	20
CCC(C)NC(=O)c1c(N)n(/N=C/c2cccs2)c2nc3ccccc3nc12 (stereo not given)	-145	-11	1	0	4.0	-3	9	17	8
O=C(N/N=C\c1ccc(-c2ccc([N+](=O)[O-])cc2)o1)c1ccc2c(c1)OCO2	3	-6	-23	1	1.1	5[fluorescence artefact?]	2	-1	4
Cc1ccc(C)c(N(CC(=O)NC2CCCC2)C(=O)c2cc3cc4cccc(C)c4nc3s2)c1	-90	-10	1	-15	1.3	-5	3	14	7
CCOC(=O)c1[nH]c2ccc(F)cc2c1NC(=O)CCN1CCOCC1	-41	-8	/	3	/	-2[fluorescence artefact?]	-8	20	6
Cc1ccc(S(=O)(=O)N(C)CC(=O)OCC(=O)Nc2ccccc2)cc1	-2	-5	3	-2	0.8	5	12	11	7
COc1ccccc1OCC(=O)NN=C(Cc1ccccc1)Cc1ccccc1	14	33	4	10	-0.1	-12	-3	32	3
CC(C)(C)c1cc(-n2ccnc2)n2ncc(-c3ccc(Cl)cc3)c2n1	-44	-8	1	1	3.5	3	9	53	8
Cc1cc(C)n(-c2cc(C(C)(C)C)nc3c(-c4ccc(Cl)cc4)cnn23)n1	-7	-5	-11	0	0.4	0[fluorescence artefact?]	1	-23	5
CC(C)(C)NC(=O)CSc1nnc(NC(=O)CCn2cnc3ccccc3c2=O)s1	1	0	/	-2	0.5	8[fluorescence artefact?]	5	0	13
N#Cc1nc(COc2ccc(Br)cc2)oc1N1CCCCCC1	10	11	19	1	0.0	8	2	5	9
Cc1c(C#N)c2ccccc2n1CC(=O)NCCc1c[nH]c2ccccc12	-8	6	-4	0	0.4	4	0	-10	15
NC(=O)CSc1nnc(-c2ccccc2Br)n1-c1cccc(C(F)(F)F)c1	-4	4	/	2[fluorescence artefact?]	-0.8	-1[fluorescence artefact?]	1	21	5
CC(=O)/C(C#N)=C1\NC(=O)C(Cc2ccc(C)c(C)c2)S1 (stereo not given)	-8	-23	1	2	0.2	2[fluorescence artefact?]	-2	-7	7
O=c1c2ccccc2nc(-c2cccs2)n1-c1ccc2ccccc2c1	-12	2	9	25[fluorescence artefact?]	-0.5	15	7	39	3
CCOc1ccc(NC(=O)C[n+]2ccc(N(C)C)cc2)cc1	13	-3	17	3[fluorescence artefact?]	/	0	4	31	8
O=C(O)CCC(=O)Nc1ccc(-n2ccc(C(F)(F)F)n2)cc1	-39	-10	1	-5	-0.3	-1	19	26	7
O=C(O)c1ccc(N=c2oc3cc(O)ccc3cc2C(=O)NCc2ccccc2)cc1	-41	-8	-132	4	36	-10	40	30	-1
CCc1nc(NC(C)(C)C)c2cnn(-c3ccccc3)c2n1	-3	-10	-7	-2	7.8	-7	5	14	8
CC(C)(C)C(=O)Cn1c(=O)n(CC2CCCO2)c(=O)c2ccccc21 (stereo not given)	-4	0	/	-2	/	-2	1	24	11
O=C(N/N=C/c1ccc(Br)o1)c1cncc(Br)c1	23	-26	/	-5	0.1	0	1	-10	9
O=C(COc1ccc2ccc(=O)oc2c1)c1ccccc1	-2	-24	-12	-10	-0.5	25	32	-7	3

(next part)
SMILES	Calpain2 inh	Tb hexokinase	Rad51 HR inh	eIF4E-4G inh	L929 necroptosis	14-3-3 Bad PPI	Hck Nef HTS	EP2 mod	EP2 antag
COc1ccc(Br)cc1CNC(=O)Nc1cccs1	-14	-6	-3	-5[fluorescence artefact?]	-1.0	-2[fluorescence artefact?]	-1	-16	7
Cc1ccc(NC(=O)Nc2ccc(S(N)(=O)=O)cc2)cc1	-9	2	6	-4	2.1	-18	14	2	5
CN(C)Cc1c(O)ccc2[nH]cnc12	-10	1	-7	0	0.0	-2	3	-2	12
CCN(CC)S(=O)(=O)c1ccc2c(c1)nc(CCC(=O)OCc1c(C)noc1C)n2C	-25	-5	1	-1	0.0	14	0	17	4
CCOC(=O)N/N=C/c1c[nH]c2ccccc12	7	-1	/	4	0.2	-12	-1	-43	4
CC(C)(C)NC(=O)C(c1ccccc1)N(C(=O)c1csnn1)C1CC1 (stereo not given)	-7	10	-6	-1	0.7	1[fluorescence artefact?]	1	12	9
COc1cc(/C=N/O)cc(Br)c1OCc1cccc(Cl)c1	57*	5	-1	0	0.1	-5	0	36	10
O=C(N/N=C1\CC2CC=CC12)c1ccc(Br)cc1 (stereo not given)	-15	-1	3	0	-0.1	-4	22	13	8

Looked up one by one from above, two records:
SMILES	Calpain2 inh	Tb hexokinase	Rad51 HR inh	eIF4E-4G inh	L929 necroptosis	14-3-3 Bad PPI	Hck Nef HTS	EP2 mod	EP2 antag
CCN(CC)S(=O)(=O)c1ccc2c(c1)nc(CCC(=O)OCc1c(C)noc1C)n2C	-25	-5	1	-1	0.0	14	0	17	4
COc1cc(/C=N/O)cc(Br)c1OCc1cccc(Cl)c1	57*	5	-1	0	0.1	-5	0	36	10

Compound profiles, from the list above. Values in the order: Calpain2 inh	Tb hexokinase	Rad51 HR inh	eIF4E-4G inh	L929 necroptosis	14-3-3 Bad PPI	Hck Nef HTS	EP2 mod	EP2 antag
Cc1ccc(NC(=O)Nc2ccc(S(N)(=O)=O)cc2)cc1 across the screens: -9	2	6	-4	2.1	-18	14	2	5
COc1cc(/C=N/O)cc(Br)c1OCc1cccc(Cl)c1 across the screens: 57*	5	-1	0	0.1	-5	0	36	10
COc1ccc(Br)cc1CNC(=O)Nc1cccs1 across the screens: -14	-6	-3	-5[fluorescence artefact?]	-1.0	-2[fluorescence artefact?]	-1	-16	7

These rows are one share of the data; count on the stated rates, not on these rows.
